KLF5 inh: suppresses KLF5 promoter-driven expression | DLD-1 KLF5 promoter-luciferase reporter, luminescence | inhibition, % at 5 µM | actives 0.23% (n = 290,000) | AID 1700;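 active means inhibition above a per-plate limit of that plate's mean compound inhibition plus 3 SD, cut at about 60% in these data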;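 further: 0% = DMSO wells and 100% = LY294002 at 200 µM; higher means less KLF5 promoter-driven luciferase light; inactives centre near -14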
TRPC4 potent: allosteric potentiators of mouse TRPC4 channel; actives 0.42% (n = 310,000); B-score at 10 µM; HEK293 TRPC4beta/mu-opioid, DAMGO EC20, Fluo-4 Ca2+ flux; stronger effect = higher value; Q9QUQ5;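 active means B-score of calcium response area above 5 SD of library B-scores, with initial fluorescence ratio within 5 SD of library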;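 further: B-score of integrated fluorescence ratio over time as area under calcium response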
IEC-6 cytotox: kills IEC-6 intestinal cells in KLF5 counter-screen; IEC-6 cytotoxicity, luminescence viability; inhibition, % at 5 µM; actives 0.78% (n = 290,000); in the data active means inhibition above about 22%;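 further: 0% = plate median of test compound wells and 100% = cytotoxic reference compound wells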
MrgX1 antagonist: antagonists of human MrgX1 receptor | Q96LB2 | MRGX1-HEK293 calcium flux, Fluo-4, BAM8-22 antagonism; stronger effect = lower value | B-score at 10 µM | actives 1.3% (n = 310,000) | AID 588676;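 active means calcium-response B-score plate-corrected more than 3 library SD below zero, starting fluorescence within 5 deviations, no agonist response on first addition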;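 further: peak minus trough fluorescence over baseline after final BAM8-22 challenge near maximal dose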
Target sequence (Q96LB2 whole entry, looked up): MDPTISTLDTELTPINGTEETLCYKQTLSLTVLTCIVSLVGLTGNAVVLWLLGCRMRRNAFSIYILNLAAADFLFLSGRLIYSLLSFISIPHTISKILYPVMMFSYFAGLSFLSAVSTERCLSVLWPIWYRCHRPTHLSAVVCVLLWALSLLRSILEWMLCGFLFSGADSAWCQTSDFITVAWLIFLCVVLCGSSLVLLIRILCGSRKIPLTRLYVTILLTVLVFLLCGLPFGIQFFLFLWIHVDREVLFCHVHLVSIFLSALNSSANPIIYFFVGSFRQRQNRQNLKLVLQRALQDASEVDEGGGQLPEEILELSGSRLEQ
SKKanGAS inh: inhibitors of SKKanGAS S. pyogenes growth in kanamycin (SK-promoter or general growth effect). inhibition, % at 7.5 µM. BacTiter-Glo, 6 h. AID 1662. actives 1.3% (n = 300,000);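 active means mean replicate score, as percent of positive control median, at least 50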;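 further: strain carries kanamycin resistance gene driven by streptokinase promoter and grows in 40 µg/ml kanamycin; loss of luminescence reflects streptokinase promoter inhibition or plain growth inhibition; 0% = median of DMSO wells and 100% = positive control at its reference dose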
TRPC4 agonist: TRPC4 (mouse) channel activation. actives 0.49% (n = 310,000). B-score at 10 µM. AID 2237. HEK293 TRPC4beta/mu-opioid, Fluo4 calcium fluorescence; stronger effect = higher value. Q9QUQ5;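 active means B-score above 5 SD of library B-scores, and initial fluorescence ratio not above library mean plus 5 SD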;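 further: positive B-score marks a calcium rise read as TRPC4 activation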
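Assay system – TRPC4beta and mu-opioid receptor HEK293 stable cells · Measured by – Fluo4 fluorescence, kinetic · Schedule – dye loading 45 min room temperature, 110 s kinetic read · Read-out – B-scored integrated calcium fluorescence ratio · Controls – buffer and maximal DAMGO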
TRPC6 act: activates the mouse TRPC6 cation channel; Q61143; HEK293-TRPC6 membrane potential dye fluorescence; stronger effect = higher value; B-score at 10 µM; actives 0.13% (n = 310,000); AID 2550;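 active means B-score of the integrated fluorescence ratio above library mean plus 3 SD, and starting fluorescence ratio within library mean plus 5 SD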;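 further: higher score means more depolarization so channel activation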
aSyn 5UTR inh: MLPCN primary screen, SNCA 5' untranslated region. inhibition, % (tested at 7.5 µM). actives 0.82% (n = 300,000). alpha-synuclein 5'UTR reporter, inhibitor activity; in the data active means inhibition above about 60%;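 further: H4 neuroglioblastoma cells stably carrying SNCA 5'UTR luciferase fusion; 0% = DMSO wells and 100% = positive control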
TRPC6 inhibitor: inhibitors of mouse TRPC6 channel | actives 1.1% (n = 310,000) | Q61143 | AID 2553 | B-score at 10 µM | HEK293-TRPC6, membrane potential dye, ACh-evoked depolarization; stronger effect = lower value;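 active means B-score under library mean minus 3 SD, initial fluorescence not abnormally high, positive integrated signal ratio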;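 further: B-score derived from integrated fluorescence ratio over the kinetic read; more negative B-score means stronger inhibition of depolarization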
TRPC4 inh: blocks the mouse TRPC4 cation channel; AID 2247; B-score at 10 µM; HEK293 TRPC4beta/mu-opioid, DAMGO-evoked Fluo4 calcium flux; stronger effect = lower value; Q9QUQ5; actives 0.39% (n = 300,000);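 active means B-score over 3 SD under the library average, no early fluorescence shift, positive overall ratio signal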
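Material: HEK293 cells with stable TRPC4beta plus mu-opioid receptor expression / Probe or stimulus: DAMGO in two steps, submaximal then maximal / Compound: single concentration per test compound / Technique: kinetic Fluo4 fluorescence imaging of calcium influx / Read-out: per-well B score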
HIF act: HIF pathway transcriptional activation; U2OS HRE-luciferase reporter, luminescence; normalized: DMSO 0%, desferrioxamine 100%; activation, % at 7.5 µM (by protocol); actives 0.32% (n = 300,000); AID 1910;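 active means mean activation of at least 10% of the iron chelator positive control signal, with at least half of replicates also reaching 10%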
* marks the source's active call; other numbers are inactive results; i = inactive; . = not tested or not shown.

molecule	KLF5 inh	TRPC4 potent	IEC-6 cytotox	MrgX1 antagonist	SKKanGAS inh	TRPC4 agonist	TRPC6 act	aSyn 5UTR inh	TRPC6 inhibitor	TRPC4 inh	HIF act
O=C(Oc1cccc2cccnc12)c1cccc(N2C(=O)C3C4CCC(C4)C3C2=O)c1 (stereo not drawn)	4	i	5	i	0	i	i	-11	i	i	-0.3
CCOC(=O)c1cc(-c2cc3ccccc3o2)nc2c1c(=O)[nH]c(=O)n2CCOC	-2	i	3	i	12	i	i	20	i	i	-0.4
CCc1nc(SCC(=O)NCC2CCCO2)c2oc3ccccc3c2n1 (stereo not drawn)	-22	i	-1	i	5	i	i	-36	i	i	-0.7
CCOC(CNC(=O)c1cccn2c(=O)c3cc(Cl)ccc3nc12)OCC	-9	i	0	i	4	i	i	-42	i	i	-0.3
COc1ccc(NC(=O)CSc2nnc(-c3ccccc3C)n2N)cc1	-15	i	2	i	-2	i	i	-24	i	i	-0.3
COc1ccc(C)cc1NC(=O)Cc1c(C(=O)O)n(C)c2ccccc12	-3	i	-4	i	8	i	i	5	i	i	1.0
O=C(NNc1cccc(Cl)n1)Nc1ccccc1	-25	i	0	i	-3	i	i	-14	i	i	-0.4
COc1cccc(/C=C(\C#N)c2nc3ccc(C)cc3[nH]2)c1OCC(=O)O	-12	i	-2	i	4	i	i	-1	i	i	-16
COc1cccc2cc(-c3ccnc(=S)[nH]3)oc12	-43	i	-1	i	1	i	i	-74	i	i	1.7
O=C(NCc1ccccc1)C1=C[C@@H](C2CC2)C[C@@H](OCc2ccc(CO)cc2)O1	5	i	-1	i	3	i	i	3	i	i	-0.1
CCCn1c(N/N=C(C)\C=C\c2ccccc2)nc2c1c(=O)[nH]c(=O)n2C	11	i	2	i	3	i	i	17	i	i	-0.4
O=C(Nc1cccc(C(=O)N2CCCCC2)c1)c1ccc(Cl)cc1	-14	i	17	i	-2	i	i	-34	i	i	0.9
COc1ccc(/C=C/C(=O)O)cc1S(=O)(=O)N1CCc2ccccc21	12	i	-4	i	6	i	i	17	i	i	-1.5
CCOC(=O)c1c(S(=O)(=O)NCCCc2ccco2)c(C)n(C)c1C	-6	i	7	i	-5	i	i	-19	i	i	-1.2
CCCOc1ccccc1C(=O)N(Cc1ccco1)C1CCS(=O)(=O)C1 (stereo not drawn)	-12	i	-1	i	3	i	i	-6	i	i	-0.4
CCCCn1c(N)c(N(CCOC)C(=O)CSCc2ccc(C)cc2)c(=O)[nH]c1=O	.	i	.	i	-6	i	i	-6	i	i	-0.1
COc1ccccc1CCc1nnc(CCC(=O)N(C)Cc2cccc3ncccc23)o1	-14	i	-1	i	10	i	i	2	i	i	1.0
O=C(Nc1ccccc1)c1cc2ccccc2[nH]1	-115	i	10	i	-8	i	i	-180	i	i	3.2
O=C(O)CSc1c(-c2ccccc2)c2cc(Cl)ccc2[nH]c1=O	-13	i	-1	i	-7	i	i	28	i	i	-0.1
Cc1nc(SCc2cccc(F)c2)c2oc3ccccc3c2n1	-17	i	0	i	55*	i	i	3	i	i	-1.1
Cc1cc(C)c(S(=O)(=O)N2CCN(S(=O)(=O)N3CCOCC3)CC2)c(C)c1	-15	i	1	i	3	i	i	8	i	i	-0.5
Cc1ccc(-c2nc3sc4c(c3c(=O)n2N)CCCC4)cc1	-232	i	-1	i	-1	i	i	-107	i	i	1.3
O=C(Nc1cnccn1)Nc1ccccc1F	-43	i	-6	i	2	i	i	-25	i	i	0.3
CCCn1nc(C(=O)NCc2ccc3c(c2)OCO3)c2ccccc2c1=O	-17	i	5	i	10	i	i	2	i	i	-0.7
c1nc(N2CCC3(CC2)OCCO3)c2[nH]cnc2n1	-5	i	2	i	1	i	i	-8	i	i	0.7
CC1(C)CC(=O)C(C=Nc2ccc(NC3=C(C#N)C(=O)CC(C)(C)C3)cc2)=C(O)C1	-11	i	3	i	1	i	i	4	i	i	-0.3
O=C(O)CC1(CC(=O)NCc2ccc(C(F)(F)F)cc2)CCCCC1	-34	i	3	i	1	i	i	7	i	i	-0.3
Cc1nn(C)c(Cl)c1CN1CCC(CO)(CC2CCCCO2)CC1 (stereo not drawn)	-11	i	2	i	5	i	i	4	i	i	-0.5
Cc1cccc(C)c1NC(=S)N=Nc1c(O)n(C)c2ccc(S(=O)(=O)N3CCOCC3)cc12	-19	i	-10	i	44	i	i	71*	i	i	0.0
Cc1c(NC2=C(Cl)C(=O)N(c3ccccc3)C2=O)c(=O)n(-c2ccccc2)n1C	-13	i	4	i	2	i	i	-11	i	i	-0.5
COc1ccc(/C=C(\C#N)C(=O)NC(C)c2ccccc2)cc1O (stereo not drawn)	5	i	0	i	3	i	i	4	i	i	-0.5
COc1ccc(-c2nnc(SC)nc2-c2ccc(OC)c([N+](=O)[O-])c2)cc1[N+](=O)[O-]	.	i	.	i	6	i	i	11	i	i	0.1
CN1C[C@@H]2C[C@@H](c3cccn3-c3nccs3)N3CCC[C@@]23C1=O	-2	i	6	i	-5	i	i	6	i	i	-0.8
Cc1cccc(CN2C(=O)c3ccccc3Sc3ccc(C(=O)NCCN4CCOCC4)cc32)c1	5	i	5	i	9	i	i	7	i	i	-0.5
O=C(Cn1cnc(S(=O)(=O)N2CCCC2)c1)Nc1ccc(OC(F)(F)F)cc1	-17	i	-4	i	-1	i	i	-9	i	i	-0.4
N#Cc1c(/N=C/C=C/c2ccccc2)sc2c1CCCC2	-32	i	-4	i	7	i	i	-31	i	i	0.2
CC(C)CC(CC(C)C)=NNC(=O)c1ccc2c(c1)OCO2	-48	i	1	i	-1	i	i	-29	i	i	0.0
COc1ccc(NC(=O)c2c(F)cccc2F)cc1S(=O)(=O)Nc1ccc(Br)cc1	-20	i	-1	i	13	i	i	35	i	i	.
Cc1ccc(-c2csc(=Nc3cccnc3)n2CCCN2CCCC2=O)cc1C	24	i	-2	i	-8	i	i	32	i	i	-1.1
Cc1ccc(CSc2nnc(-c3cccc(S(=O)(=O)N4CCOCC4)c3)n2C2CCCC2)cc1	-21	18*	0	i	-7	i	i	7	i	i	-0.5
COC(=O)C1(CCSC)NC(c2ccc(O)cc2)C2C(=O)N(c3ccc(F)cc3)C(=O)C21 (stereo not drawn)	-12	i	-6	i	-2	i	i	1	i	i	-25
O=C(C1CC=CCC1)N1CCN(C(=O)C2CC=CCC2)CC1 (stereo not drawn)	3	i	-4	i	-3	i	i	-19	i	i	-0.6
O=C(O)C(CCCCN1C(=O)C2C3C=CC(C3)C2C1=O)N1C(=O)C2C3C=CC(C3)C2C1=O (stereo not drawn)	-7	i	-3	i	-10	i	i	-17	i	i	-0.3
CCc1ncc(C(O)c2cccc(OC)c2OC)n1C (stereo not drawn)	-10	i	-4	i	1	i	i	-4	i	i	0.0
O=C(Cc1ccccc1)NNC(=O)c1ccccc1C(=O)O	-6	i	4	i	-1	i	i	-3	i	i	0.1
CN(C)N1C(N)=C(C#N)C(c2ccc3c(c2)OCO3)C2=C1CCCC2=O (stereo not drawn)	-21	i	-8	i	-6	i	i	-11	i	i	-0.6
O=C1CC(N2CCN(c3ccccc3F)CC2)C(=O)N1c1ccc(F)cc1 (stereo not drawn)	-29	i	-2	i	-5	i	i	12	i	i	-0.3
O=C(CNC1C(=O)Nc2ccccc21)Sc1ccccc1 (stereo not drawn)	-28	i	0	i	-11	i	i	-2	i	i	1.6
CCOC(=O)c1ccc(NC(=O)CN2C(=O)NC3(CCC(C)CC3)C2=O)cc1 (stereo not drawn)	-34	i	-3	i	-14	i	i	-56	i	i	-1.1
CCc1cc(-c2n[nH]c(=S)n2Cc2ccccc2)cs1	-14	i	1	i	3	i	i	.	i	i	.
CC(OC(=O)C1CC(=O)N(Cc2ccccc2)C1)C(=O)Nc1ccccc1[N+](=O)[O-] (stereo not drawn)	.	i	.	i	-2	i	i	-10	i	i	-0.1
CCOC(=O)N1CCN(C(=O)c2ccc(Oc3ccc([N+](=O)[O-])cc3)cc2)CC1	-4	i	2	i	3	i	i	4	i	i	-2.4
CCn1c(NCc2ccc3c(c2)OCO3)nc2ccccc21	-9	i	5	i	0	i	i	-48	i	i	2.0
Cn1c(=S)n(CCC(=O)O)c2ccccc21	-1	i	-5	i	-5	i	i	-13	i	i	0.3
CC(C)(C)Nc1nc(SCC(=O)Nc2ccccc2)nc(N2CCOCC2)n1	4	i	4	i	-2	i	i	8	i	i	-0.1
COCCN1CC(C(=O)NCc2ccccc2-n2ccnc2C)CCC1=O (stereo not drawn)	-30	i	-5	i	-1	i	i	-3	i	i	0.1
CCOc1ccc(CNc2ccc(N3CCN(Cc4ccccc4)CC3)cc2)cc1	-22	i	-4	i	-2	i	i	-19	i	i	-2.1
O=C(NNC(=S)NC(=O)c1cccnc1)c1ccccc1	-26	i	2	i	17	i	i	-19	i	i	-0.8
Cc1cccc(CCNC(=O)c2cc(S(=O)(=O)N3CCOCC3)cn2C)c1	-8	i	-4	i	-4	i	i	-13	i	i	0.0

Source: PubChem (several laboratories)
